High-throughput results deposited in PubChem by several laboratories.
LMPTP block: LMPTP phosphatase inhibitors, primary screen, biochemical, fluorescence intensity, uHTS. Low molecular weight phosphotyrosine protein phosphatase (Homo sapiens), P24666. recombinant LMPTP-A, OMFP fluorogenic substrate. inhibition, % at 20 µM. actives 0.22% (n = 360,000);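 active = compounds that cut the enzyme signal by at least half of the control window in the single-dose screen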;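 note: plate controls were DMSO wells with enzyme plus substrate for no effect and substrate without enzyme for full effect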
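Assay system: LMPTP-A enzyme. Input: 0.625 nM LMPTP-A final. Probe or stimulus: 400 µM OMFP. Compound dosing: single 20 µM dose. Schedule: 50 min dark incubation at room temperature. Detection: fluorescence intensity of OMFP turnover product. Read-out: percent inhibition versus substrate-only and uninhibited controls. Benchmarks: no-enzyme low control, uninhibited high control.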
MsrA inh: bovine MsrA enzyme inhibitors, primary screen, biochemical, absorbance, HTS | actives 0.75% (n = 360,000) | AID 651718, 2012 | purified bovine MsrA, absorbance read-out | Methionine sulfoxide reductase A (Bos taurus) | inhibition, % at 15.5 µM; in the data active = inhibition above about 4.5%;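 note: 0% = vehicle wells with enzyme and 100% = reference inhibitor wells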
CSN inh: inhibitors of CSN-mediated cullin deneddylation, primary screen, biochemical, fluorescence polarization, uHTS | AID 651999, 2013 | Purified CSN, SCF-Nedd8-OG deneddylation | actives 0.38% (n = 360,000) | COP9 signalosome complex subunit 5 (Homo sapiens), Q92905 | inhibition, % at 12.5 µM;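 active = pattern-corrected inhibition above about 35%, with an unprinted fluorescence ratio check between 0.5 and 1.5, limit read from the data, passing the limit was not always enough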;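 note: 0% = enzyme with substrate and 100% = substrate without enzyme; some results filed as inactive read as strong as hits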
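Assay system: HEK293T-derived human Csn5 enzyme; quantity: 0.24 nM enzyme; medium: Tris/NaCl/DTT buffer, pH 7.5; also added: substrate SCFSkp2-Nedd8OG, 10 nM; doses: 12.5 µM compound; schedule: 90 min reaction at room temperature; signal: FP; read-out: % inhibition of substrate cleavage by Csn5; benchmarks: substrate-only high control, full reaction low control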
NadD block: inhibitors of S. aureus NadD, primary screen, biochemical, colorimetric, uHTS. Nicotinate-nucleotide adenylyltransferase NadD (Staphylococcus aureus N315). purified NadD enzyme, colorimetric absorbance read-out. inhibition, % at 20 µM. actives 0.78% (n = 360,000). AID 602399, 2012; in the data active = inhibition above about 26%; note: some compounds past the cut are filed as inactive
SUMO1 PPI mod: modulators of SUMO1 protein-protein interactions, primary screen, biochemical, uHTS | Small ubiquitin-related modifier 1 (Homo sapiens), P63165 | SUMO1 binding to a labelled peptide, TR-FRET, 1 h | inhibition, % at 20 µM | actives 0.33% (n = 360,000) | AID 602429, 2012; in the data active = inhibition above about 37%
Target sequence (P63165 whole entry, looked up): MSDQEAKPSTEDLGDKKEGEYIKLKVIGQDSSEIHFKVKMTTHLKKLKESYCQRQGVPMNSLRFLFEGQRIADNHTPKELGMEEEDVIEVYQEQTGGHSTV
STEP block: STEP phosphatase inhibitors, primary screen, biochemical, fluorescence intensity, uHTS; Tyrosine-protein phosphatase non-receptor type 5 (Homo sapiens), P54829; recombinant STEP, OMFP fluorogenic substrate; inhibition, % at 20 µM; actives 0.25% (n = 360,000); AID 588621, 2011;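 active = inhibition at 20 µM, scaled per plate between control wells, above about 37%, limit read from the data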;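 note: 0% = DMSO with enzyme and substrate and 100% = substrate only without enzyme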
Target sequence (P54829 whole entry, looked up): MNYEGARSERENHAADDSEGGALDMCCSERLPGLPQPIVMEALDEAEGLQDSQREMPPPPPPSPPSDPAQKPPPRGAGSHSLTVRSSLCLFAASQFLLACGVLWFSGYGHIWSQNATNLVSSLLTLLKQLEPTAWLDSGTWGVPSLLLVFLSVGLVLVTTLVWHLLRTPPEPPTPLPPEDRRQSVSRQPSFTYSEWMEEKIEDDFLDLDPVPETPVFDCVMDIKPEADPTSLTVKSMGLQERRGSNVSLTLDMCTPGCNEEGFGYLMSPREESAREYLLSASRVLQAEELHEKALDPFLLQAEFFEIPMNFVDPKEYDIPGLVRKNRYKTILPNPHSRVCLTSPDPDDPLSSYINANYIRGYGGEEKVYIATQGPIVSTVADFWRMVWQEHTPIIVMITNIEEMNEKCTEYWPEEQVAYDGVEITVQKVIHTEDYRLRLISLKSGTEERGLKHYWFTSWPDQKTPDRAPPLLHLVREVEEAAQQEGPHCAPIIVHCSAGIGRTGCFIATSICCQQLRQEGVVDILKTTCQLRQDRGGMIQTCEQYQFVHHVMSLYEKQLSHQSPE
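material = STEP tyrosine phosphatase | reagent = fluorogenic phosphatase substrate OMFP at 25 µM final | doses = single compound dose of 20 µM, 1% DMSO final | schedule = 20 min reaction, room temperature, in the dark | measured by = fluorescence, 480/540 nm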
Scp-1 inhibitor: Scp-1 phosphatase inhibitors, primary screen, biochemical, colorimetric, uHTS. Carboxy-terminal domain RNA polymerase II polypeptide A small phosphatase 1 (Homo …. inhibition, % at 20 µM. Recombinant Scp1, phosphopeptide, malachite green phosphate absorbance. actives 0.88% (n = 340,000);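 active = inhibition above about 50% at 20 µM, limit read from the data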;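 note: plate controls were DMSO wells with enzyme for no effect and wells lacking enzyme for full effect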
Target sequence (Q9GZU7 76-261 limits assumed): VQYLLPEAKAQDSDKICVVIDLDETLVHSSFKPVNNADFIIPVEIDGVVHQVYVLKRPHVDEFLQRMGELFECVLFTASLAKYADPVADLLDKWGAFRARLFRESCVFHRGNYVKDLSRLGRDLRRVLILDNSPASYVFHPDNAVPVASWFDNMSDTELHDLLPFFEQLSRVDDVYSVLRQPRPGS
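System: truncated SCP-1 phosphatase (76-261aa); medium: Tris acetate buffer pH 5.5 with MgCl2 and Tween-20; incubation: 45 min room-temperature reaction, 5 min colour, 30 min stabiliser; compound: single 20 µM dose, 1% DMSO; reagent: Phosphorylated 17-residue peptide substrate; read-out: % inhibition at 20 µM; technique: colorimetric free-phosphate detection, absorbance 630 nm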
DNMT1 block: human DNMT1 methyltransferase inhibitors, primary screen, biochemical, molecular beacon, fluorescence, HinP1I cleavage, uHTS; inhibition (reported as % activation of signal), % at 10 µM; actives 0.83% (n = 360,000); AID 588458, 2011; DNA (cytosine-5)-methyltransferase 1 (Homo sapiens), P26358; in the data active = inhibition above about 50%
Tb MetRS inh: T. brucei MetRS inhibitors, primary screen, biochemical, luminescence. methionyl-tRNA synthetase (Trypanosoma brucei brucei). purified T. brucei MetRS, ATP depletion, Kinase-Glo luminescence. inhibition, % at 11.9 µM. actives 0.4% (n = 360,000). AID 624268, 2012;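 active = inhibition above a per-plate cutoff of the control wells' mean inhibition plus 3 SD, cut at about 5.5% in these data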;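 note: 0% = DMSO wells median and 100% = median of wells with control inhibitor compound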
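Dosing: 11.9 µM single point; system: parasite MetRS enzyme; technique: luminescence of leftover ATP; times: 15 min enzyme-compound preincubation, 2 h reaction, 10 min detection, 25 °C; replicates: each compound tested once; read-out basis: percent inhibition relative to median high and low control wells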
Rpn11 block: Rpn11 (PSMD14) deubiquitinase inhibitors, primary screen, biochemical, fluorescence polarization, uHTS; 26S proteasome non-ATPase regulatory subunit 14 (Homo sapiens), O00487; human 26S proteasome, Ub4-pepOG fluorescence polarization; 20S core pre-blocked with epoxomicin; calls only at 20 µM; actives 0.59% (n = 360,000);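 active = inhibition at 20 µM, scaled to each plate's controls, above about 33%, limit read from the data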
An asterisk follows results filed as active; i = inactive; · = not tested or not shown.

Compound	NadD block	Scp-1 inhibitor	CSN inh	Tb MetRS inh	DNMT1 block	LMPTP block	MsrA inh	STEP block	SUMO1 PPI mod	Rpn11 block
CCN(CC(=O)Nc1ccc(OC)cc1)C(=O)c1ccc(=O)n(Cc2ccccc2)n1	2	-7	-1	-0.3	5	3.8	-0.1	-3	-2	i
CC(=O)Nc1ccc(S(=O)(=O)NC(C)C(=O)NCC(c2ccco2)N(C)C)cc1 (centres undefined)	2	-4	3	-0.1	-5	-3.1	-0.4	4	-2	i
Fc1ccc(OCCCCCCN2CCCC2)cc1	1	-11	-2	-0.2	-3	1.0	0.4	0	-3	i
O=C(c1ccccc1)N1CCCCC(Sc2nnnn2-c2ccccc2)C1=O (centres undefined)	-7	-13	0	-0.3	0	-0.1	-0.5	2	2	i
CCC(C)n1c(=N)c(C#N)cc2c(=O)n3cccc(C)c3nc21 (centres undefined)	-1	-5	13	-0.2	1	0.1	0.5	0	-25	i
O=c1cc(-c2ccccc2)nc2nc(-c3ccco3)[nH]n12	3	-1	72	0.2	104*	51*	1.2	86*	54*	·
CCOC(=O)CNC(=O)CSc1nc(C)cc(C)c1C#N	-3	-5	-6	-0.3	2	-1.3	1.5	-2	1	i
Cc1cc(C(=O)OC(C(=O)Nc2ccc(C)c(Cl)c2)c2ccccc2)c(C)o1 (centres undefined)	-9	-8	-7	-0.8	1	0.7	-0.3	-2	-4	i
CN(C)C(=O)c1ccc(COc2ccccc2Br)o1	2	3	-3	0.0	-2	-2.1	-0.4	1	-1	i
O=S(=O)(c1cccc(-c2n[nH]c(=S)n2Cc2ccccc2)c1)N1CCOCC1	-1	-4	3	-1.0	5	0.7	-0.3	-2	-2	i
OCCN(CCO)c1ccc2ccccc2c1	13	0	9	-0.7	-5	-0.3	-0.1	2	-4	i
CC1=C(C)CC(C(=O)N2CCN(Cc3ccc4c(c3)OCO4)CC2)C(C(=O)O)C1 (centres undefined)	-4	1	-5	-0.5	4	-1.1	-0.3	-1	0	i
Cc1ccccc1NS(=O)(=O)c1c(C(=O)N2CCCCCC2)c(C)n(C)c1C	-3	7	0	0.4	1	-0.1	-0.4	0	5	i
Cc1cc(NC(=O)CCC(=O)N(C2CC2)C2(C(=O)NC3CCCC3)CCC(C)CC2)no1 (centres undefined)	-1	14	1	-1.1	1	-0.8	-1.1	0	-3	i
NC(=O)C1CCN(C(=O)NC2CC(=O)N(c3ccc4c(c3)OCCO4)C2)CC1 (centres undefined)	-5	22	-1	-0.5	3	-0.9	-1.0	1	0	i
CCOC(=O)N1CCN(C(=O)c2ccc3c(=O)n(CCC4=CCCCC4)c(=O)[nH]c3c2)CC1	9	-10	6	-1.5	-5	-0.3	0.3	2	-1	i
CCOCc1nnc(NC(=O)CSc2ccccc2)s1	-4	-5	-1	0.0	-1	-0.2	2.2	-12	0	i
Cc1c(C(=O)N(C)CCOc2ccccc2)oc2c(Cl)cccc12	3	-20	0	-0.3	-6	-4.7	-1.2	-1	-13	i
COc1cc(C(=O)N2CCC2(C)C(=O)O)cc(OC)c1OC (centres undefined)	-6	·	0	0.0	1	-0.9	0.0	0	-3	i
Cc1ccc(CS(=O)(=O)CCC(=O)NCC2CCCO2)cc1 (centres undefined)	-4	1	-2	0.6	2	-1.1	0.5	-5	-1	i
O=C(N/N=C/C=C\c1ccccc1[N+](=O)[O-])c1cccnc1	6	-5	5	0.1	0	-2.0	2.2	1	-27	i
COc1ccc2nc(Cl)c(C3CC(c4ccco4)=NN3C(=O)CCC(=O)O)cc2c1 (centres undefined)	-5	-9	-2	0.0	1	-1.9	3.2	-4	-3	i
COc1ccc([C@@H]2[C@@H]3C(=O)N(C(C)(C)C)C(=O)[C@@H]3[C@]3(C)C(=O)N(c4cccc(Br)c4)C(=O)N23)cc1	-5	-18	-1	-0.5	-2	-2.2	·	-4	-1	i
COc1ccc(NC(=O)CN(C)CC(=O)NC2CCC(C)CC2)cc1 (centres undefined)	4	0	-4	-0.3	2	-0.7	-0.2	0	-2	i
O=C(CNC(=O)C(c1ccccc1)c1ccccc1)N/N=C\c1ccc(C(=O)O)cc1	6	-5	2	-0.6	2	-1.7	0.5	-1	-11	i
COc1ccc(N2CC(C(=O)Nc3nnc(SCC(=O)NCc4ccco4)s3)CC2=O)cc1 (centres undefined)	8	49	3	-0.1	6	4.9	-0.4	6	7	i
COc1ccc(OCC(=O)N(Cc2ccco2)C2CCS(=O)(=O)C2)cc1 (centres undefined)	-2	-1	2	-0.5	-2	-1.7	-0.4	0	6	i
CC(NC(=O)COC(=O)C1=COCCO1)C12CC3CC(CC(C3)C1)C2 (centres undefined)	-2	-3	2	0.1	0	-0.6	0.1	-3	-1	i
O=C(OC1CC2CC1[C@H]1CCCCN1C2=O)N1CCN(S(=O)(=O)c2ccccc2)CC1 (some centres undefined)	4	·	-3	-1.0	·	-1.8	0.2	·	1	·
COc1ccc(NC(=O)c2oc3ccccc3c2NC(=O)c2ccc3c(c2)OCO3)cc1	7	-15	5	-0.3	-3	2.2	-0.8	-4	-3	i
CCN(Cc1ccccc1)C(=O)c1cc(-c2ccc(OC)c(OC)c2)nc2ccccc12	14	-2	-4	-0.2	-4	-5.8	0.2	2	-27	i
N/C(=N\OC(=O)N1CCOCC1)c1ccc(Br)cc1	2	-3	0	0.0	2	0.4	0.2	-4	2	i
CCN(CC)C(=O)[C@H]1C[C@H](CC(=O)NC/C=C(\C)CCC=C(C)C)C(=O)N2CCc3c([nH]c4ccc(Cl)cc34)[C@]12C	1	-4	-2	0.1	-11	2.2	0.9	0	7	i
O=C(/C=C/Nc1nccs1)C(F)(F)Cl	3	1	-3	0.0	0	1.1	0.4	3	6	i
COc1ccc(CCn2c(=N)c(C(=O)NCc3ccco3)cc3c(=O)n4ccccc4nc32)cc1OC	6	12	3	0.0	2	27	0.1	-1	51*	i
COc1ccccc1OCCCOc1cccc(/C=C2\SC(=O)NC2=O)c1	-1	-15	9	0.3	0	-0.2	3.1	-2	-1	i
COc1ccc(N2CCN(Cc3nc4c(c(=O)n(C)c(=O)n4C)n3Cc3cccc(C)c3)CC2)cc1	2	6	0	-2.8	1	-0.8	-0.6	1	5	i
CCOc1cc(NC(=S)NCc2ccco2)c(OCC)cc1NC(=O)C1CC1	0	-2	-4	0.1	1	-1.2	0.1	2	-2	i
Cc1nn(CCCC(=O)NCCCN2CCN(C)CC2)c(=O)c2c1sc1ccccc12	-3	-8	0	-0.4	-3	-6.8	0.0	-2	-11	i
COc1cccc(C(=O)NNC(=O)C(=O)N2CCCCC2)c1	0	-9	-3	-0.3	4	-0.8	1.7	0	-1	i

Five records picked at random from the list so far:
Compound	NadD block	Scp-1 inhibitor	CSN inh	Tb MetRS inh	DNMT1 block	LMPTP block	MsrA inh	STEP block	SUMO1 PPI mod	Rpn11 block
COc1cc(C(=O)N2CCC2(C)C(=O)O)cc(OC)c1OC (centres undefined)	-6	·	0	0.0	1	-0.9	0.0	0	-3	i
O=C(c1ccccc1)N1CCCCC(Sc2nnnn2-c2ccccc2)C1=O (centres undefined)	-7	-13	0	-0.3	0	-0.1	-0.5	2	2	i
CC(NC(=O)COC(=O)C1=COCCO1)C12CC3CC(CC(C3)C1)C2 (centres undefined)	-2	-3	2	0.1	0	-0.6	0.1	-3	-1	i
COc1ccc(NC(=O)c2oc3ccccc3c2NC(=O)c2ccc3c(c2)OCO3)cc1	7	-15	5	-0.3	-3	2.2	-0.8	-4	-3	i
O=C(OC1CC2CC1[C@H]1CCCCN1C2=O)N1CCN(S(=O)(=O)c2ccccc2)CC1 (some centres undefined)	4	·	-3	-1.0	·	-1.8	0.2	·	1	·
